# Screens deposited in PubChem by Sanford-Burnham Center for Chemical Genomics.
# SENP1 FRET inh: inhibitors of human SENP1 SUMO protease catalytic domain | recombinant SENP1 catalytic domain, CyPet-SUMO1-YPet FRET cleavage | inhibition, % at 10 µM | 0.21% of 360,000 active;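 active = inhibition at least 30% at 10 µM, raw YFP signal under a set limit, fluorescence ratio 0.5 to 1.5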;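 also: 0% = enzyme with DMSO and 100% = no enzyme wells; some results filed as inactive read as strong as hits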
# Target sequence (Q9P0U3 419-644 limits assumed): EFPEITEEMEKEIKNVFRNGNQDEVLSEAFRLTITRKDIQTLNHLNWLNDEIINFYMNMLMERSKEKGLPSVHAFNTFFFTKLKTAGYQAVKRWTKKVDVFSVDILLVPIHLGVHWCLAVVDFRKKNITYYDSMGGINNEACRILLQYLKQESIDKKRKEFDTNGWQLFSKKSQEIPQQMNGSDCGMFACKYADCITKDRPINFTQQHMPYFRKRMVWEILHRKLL
#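 Assay system – human recombinant His6-tagged SENP1 catalytic domain enzyme · Input – SENP1 enzyme, 20 pM final · Buffer or medium – Tris pH 8 buffer plus EDTA, NaCl, BME, BSA, NP40, catalase · Schedule – 50 min reaction at room temperature · Technique – FRET read of cyan and yellow fluorescence · Control set – no-enzyme wells low, DMSO-plus-enzyme wells high control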
# beta cell repl: inducers of beta-cell replication in MIN6 cells. MIN6 cells proliferation, ATPlite luminescence, 48 h; cells starved in 0.2% serum; 100% = growth in 10% serum. proliferation, % at 10 µM. 0.29% of 330,000 active. AID 2380;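 active = compounds whose signal lies at least 3.5 SD above the mean of all wells on their plate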;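 also: 0% = DMSO-treated cells in low-serum medium and 100% = 10% serum control; some compounds called inactive have numbers as strong as hits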
# NALP3 yeast inh: inhibitors of NALP3 inflammasome in yeast | Yeast reconstituted NLRP3/ASC/caspase-1, beta-gal luminescence, 24 h | inhibition, % at 10 µM | 0.39% of 330,000 active | AID 2825;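 active = inhibition of 50% or more; inactive = inhibition below 50%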;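 also: plate controls were induced DMSO wells for no effect and uninduced yeast grown without galactose for full effect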
# mIAP act: increases mouse intestinal alkaline phosphatase activity; muIAP, CDP-Star luminescence, 30 min; active compounds read high; 1 = vehicle-only enzyme signal, 0 = enzyme-free wells; activation factor at 10 µM; 0.24% of 330,000 active; AID 2805;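 active = activation factor of at least 2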; also: the source names both 10 and 20 µM as test concentration; values of inactives mirror those of a sister screen read the other way
#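 Assay system: mouse IAP enzyme; Reagent: CDP-Star chemiluminescent phosphatase substrate; Compound: DMSO-dissolved test compounds; Incubation: 30 min, room temperature; Technique: luminescence from enzymatic CDP-Star hydrolysis; Controls: DMSO-only wells and no-enzyme negative control.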
# mIAP block: blocks mouse intestinal alkaline phosphatase. 0.2% of 330,000 active. inhibition, % at 10 µM. AID 2806. purified mouse IAP, CDP-Star luminescence, 30 min;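 active = inhibition of at least 40% at 10 µM in the primary screen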;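 also: plate controls were DMSO with enzyme for no effect and no enzyme wells for full effect; values of inactives mirror those of a sister screen read the other way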
# APOBEC3G inh: APOBEC3G (human) deaminase inhibition. 0.28% of 330,000 active. Q9HC16. recombinant A3G, ssDNA deamination FAM/TAMRA fluorescence. inhibition, % at 20 µM;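 active = inhibition of at least 40% at 20 µM, with no more than 30% in the related APOBEC3A deaminase screen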;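 also: plate controls were DMSO wells with A3G for no effect and wells lacking A3G enzyme for full effect; some compounds called inactive have numbers as strong as hits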
# APOBEC3A inh: blocks human APOBEC3A ssDNA deamination; P31941; recombinant A3A, FAM/TAMRA ssDNA deamination fluorescence; inhibition, % at 20 µM; 0.41% of 330,000 active;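 active = at least 40% inhibition at 20 µM here, with at most 30% in a related deaminase screen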;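 also: plate controls were A3A with DMSO for no effect and wells lacking A3A enzyme for full effect; some results filed as inactive read as strong as hits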
# Target sequence (P31941 whole entry, looked up): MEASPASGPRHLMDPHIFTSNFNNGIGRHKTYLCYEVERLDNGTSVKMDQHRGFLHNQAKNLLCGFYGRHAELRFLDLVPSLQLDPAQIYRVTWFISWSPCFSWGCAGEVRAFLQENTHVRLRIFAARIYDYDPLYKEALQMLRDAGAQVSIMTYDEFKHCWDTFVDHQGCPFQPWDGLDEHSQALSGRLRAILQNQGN
# hIAP inh: human IAP inhibition; 0.12% of 330,000 active; inhibition, % at 10 µM; purified IAP, CDP-Star luminescence, 30 min; P09923;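 active = inhibition reaching a set limit with compound at 10 µM in the primary screen, cut at about 35% in these data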;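 also: plate controls were DMSO wells with enzyme for no effect and no-enzyme buffer wells for full effect; values of inactives mirror those of a sister screen read the other way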
# Target sequence (P09923 whole entry, looked up): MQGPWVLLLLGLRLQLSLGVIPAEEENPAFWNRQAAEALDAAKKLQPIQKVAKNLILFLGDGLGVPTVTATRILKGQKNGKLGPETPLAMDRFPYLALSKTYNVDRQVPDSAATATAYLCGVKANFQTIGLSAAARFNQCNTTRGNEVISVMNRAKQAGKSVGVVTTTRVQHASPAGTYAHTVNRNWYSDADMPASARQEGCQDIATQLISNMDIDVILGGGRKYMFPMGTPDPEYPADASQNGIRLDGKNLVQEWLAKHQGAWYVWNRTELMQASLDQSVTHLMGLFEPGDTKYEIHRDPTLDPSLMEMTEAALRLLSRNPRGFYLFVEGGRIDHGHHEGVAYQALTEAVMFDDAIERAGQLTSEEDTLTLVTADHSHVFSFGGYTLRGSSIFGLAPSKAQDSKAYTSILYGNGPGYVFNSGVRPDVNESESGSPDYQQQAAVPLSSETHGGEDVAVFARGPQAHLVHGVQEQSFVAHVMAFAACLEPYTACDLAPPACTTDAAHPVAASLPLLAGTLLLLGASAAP
# hIAP act: increases human intestinal alkaline phosphatase activity | P09923 | AID 2524 | activation factor at 10 µM | purified human IAP, CDP-Star luminescence, 30 min; active compounds read high; 1 = vehicle-only enzyme, 0 = enzyme-free background | 0.16% of 330,000 active;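 active = activation factor of the enzyme at least 2-fold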; also: the source names both 10 and 20 µM as test concentration; values of inactives mirror those of a sister screen read the other way
# Numbers without * were called inactive. This is a subset; the hit share may differ from the screen's.
SMILES,SENP1 FRET inh,beta cell repl,NALP3 yeast inh,mIAP act,mIAP block,APOBEC3G inh,APOBEC3A inh,hIAP inh,hIAP act
CCOc1ccc(/C(CC)=N/NC(=O)C2(C)CC2(Br)Br)cc1 (stereo not given),1,0,15,1.1,-5,-4,0,-32,1.3
CCN(CC)S(=O)(=O)c1cc(NS(=O)(=O)c2cccc(Cl)c2Cl)ccc1C,2,-4,-7,1,-2,-4,0,10,0.9
CCN(Cc1ccc(OC)c(F)c1)C(C)C(=O)Nc1ccc(S(=O)(=O)N2CCCC2)cc1 (stereo not given),-4,-3,15,1.1,-8,-10,6,11,0.89
Cc1ccc(C2C3=C(CC(C)(C)CC3=O)NC3=C2C(=O)c2ccccc23)cc1 (stereo not given),0,0,21,0.8,20,-5,0,-5,1.1
COc1ccc(OC)c(CN(CCN2CCOCC2)C(=O)Nc2cccc(Cl)c2)c1,1,2,17,1.1,-12,-7,3,-1,1
Brc1cccc(-c2nnc(SCc3ccon3)n2-c2ccccc2)c1,1,12*,10,0.89,11,-6,-3,8,0.92
C/C=C/c1ccc(OCCN2C(=O)NC(C)(C)C2=O)c(OC)c1,2,-2,15,1,-2,-2,-2,-14,1.1
CC(C)CNc1nc(Oc2ccc(=O)[nH]n2)nc(N(C)C)n1,2,-3,1,0.93,7,-2,2,15,0.85
C/C(=N\N=C\c1ccc(N(C)C)cc1)c1cccc([N+](=O)[O-])c1,-28,0,3,1,-2,-6,-1,-5,1
CCOC(=O)c1nn(-c2ccc(OCC)cc2)c2nc(CC(C)C)c(C#N)c(=O)n12,6,2,1,1,0,-7,-3,0,1
CC1CCCC(C)N1CC(O)COc1c(F)cc(Br)cc1F (stereo not given),-1,-3,5,1,-3,-7,-1,-26,1.3
COc1ccccc1-c1c(C)oc2c(CN3CCCCC3C)c(O)ccc2c1=O (stereo not given),0,0,13,0.97,3,1,0,-10,1.1
COc1ccc(C(=O)COC(=O)CCN2C(=O)C3C4CC(C(Br)C4Br)C3C2=O)cc1 (stereo not given),-2,-1,-4,1,0,-4,3,5,0.95
CCc1nnc(NS(=O)(=O)c2ccc(NC(=O)C(c3ccccc3)c3ccccc3)cc2)s1,0,-4,0,0.89,11,-4,-3,4,0.96
COc1ccc(C(=O)NCC(=O)N2CCN(C(=O)c3ccco3)CC2)cc1[N+](=O)[O-],3,0,17,0.99,1,-2,-1,-10,1.1
O=C(NCc1ccccc1Br)C1CCCO1 (stereo not given),-1,2,-43,0.96,4,-4,-1,-5,1.1
C[C@H](NC(=O)OC(C)(C)C)c1nnc(SCC(=O)c2ccc(Cl)cc2)o1,2,-4,19,1,-1,-1,2,13,0.87
O=C(O)C1C2C=CC(C2)C1C(=O)NCc1cccc(Cl)c1 (stereo not given),3,-3,3,1.1,-6,-8,-8,0,1
O=C(Nc1nc(-c2cccnc2)cs1)c1ccccc1Cl,0,0,19,1.1,-7,-8,5,-8,1.1
O=C(c1cc2cc(Cl)ccc2[nH]1)N1CCCCC1,2,-1,26,1,-2,-3,-2,0,1
Cn1c(Cn2c(=O)sc3ccccc32)nnc1SCc1cccnc1,1,0,4,0.85,15,3,3,-6,1.1
O=C(CSc1nnc(-c2ccc(Cl)cc2)n1-c1ccc(Cl)cc1)N/N=C/c1ccco1,3,-2,16,0.85,15,-4,3,-21,1.2
CC1(NC(=O)CCNC(=O)c2ccc(C(C)(C)C)cc2)CCS(=O)(=O)C1 (stereo not given),1,-5,9,0.88,12,-4,0,4,0.96
CC(OC(=O)c1ccco1)C(=O)NC1CCCC1 (stereo not given),2,0,19,1.1,-10,-6,-3,-6,1.1
Cc1ccc(C(=O)NNC(=S)NC(=O)c2ccccc2)cc1,1,-4,47,0.93,7,-3,0,6,0.94
CCc1ccc(OCC(=O)NNC(=O)Cc2c(F)cccc2Cl)cc1,2,-1,9,1,-4,-2,2,-66,1.7
CCCNC(=O)C(CC)NC(=O)c1cccc([N+](=O)[O-])c1 (stereo not given),2,-3,-9,1,-1,-6,-2,7,0.93
Cc1sc(NC(=O)CSc2nnc(-c3ccc(F)cc3)o2)c(C#N)c1C,-4,2,11,0.93,7,-8,-6,9,0.91
CCN(CC)c1ccc(NC(=O)c2ccc(Br)o2)cc1,1,-1,46,1,0,1,-1,18,0.82
O=C(Nc1ccc(Cl)c(S(=O)(=O)N2CCOCC2)c1)c1cn2ccccc2n1,0,-1,5,1.1,-8,-5,-7,-8,1.1
CC(C)c1ccc(NC(=O)c2cc(Br)ccc2Br)cc1,0,-5,3,1.1,-14,-8,-1,11,0.89
CC1CC(C)CN(C(=O)c2ccc(C(=O)c3ccccc3)cc2)C1 (stereo not given),1,3,8,1,-5,-13,-3,-3,1
O=C(Nc1nnc(-c2cccs2)o1)c1cccc(F)c1,0,-4,19,1,-2,-3,-3,-2,1
CC(C)(C)C(=O)NC1(C(F)(F)F)NC(=O)N(c2ccccc2F)C1=O (stereo not given),0,2,4,1.1,-12,0,-6,-19,1.2
Cc1ccc2c(N)c(C(=O)N(c3ccccc3)c3ccccc3)sc2n1,-56,-2,-2,1,0,-7,-4,-1,1
Cc1nc2ccc(S(=O)(=O)NCC(=O)N3CCCC(C)C3)cc2s1 (stereo not given),2,-3,-2,0.97,3,-2,-1,1,0.99

# Whole records, looked up by structure. Order of screens: SENP1 FRET inh, beta cell repl, NALP3 yeast inh, mIAP act, mIAP block, APOBEC3G inh, APOBEC3A inh, hIAP inh, hIAP act
# `C/C=C/c1ccc(OCCN2C(=O)NC(C)(C)C2=O)c(OC)c1` is listed with 2, -2, 15, 1, -2, -2, -2, -14, 1.1
# `O=C(Nc1nc(-c2cccnc2)cs1)c1ccccc1Cl` is listed with 0, 0, 19, 1.1, -7, -8, 5, -8, 1.1
# `Cc1sc(NC(=O)CSc2nnc(-c3ccc(F)cc3)o2)c(C#N)c1C` is listed with -4, 2, 11, 0.93, 7, -8, -6, 9, 0.91
# `O=C(O)C1C2C=CC(C2)C1C(=O)NCc1cccc(Cl)c1` (stereo not given) is listed with 3, -3, 3, 1.1, -6, -8, -8, 0, 1
# `COc1ccc(C(=O)NCC(=O)N2CCN(C(=O)c3ccco3)CC2)cc1[N+](=O)[O-]` is listed with 3, 0, 17, 0.99, 1, -2, -1, -10, 1.1

# The list continues:
SMILES,SENP1 FRET inh,beta cell repl,NALP3 yeast inh,mIAP act,mIAP block,APOBEC3G inh,APOBEC3A inh,hIAP inh,hIAP act
Cc1ccc(O)c(NC(=O)CSc2n[nH]c(C)c2[N+](=O)[O-])c1,2,0,9,0.87,13,-2,-2,9,0.91
Cc1nnc(NCCc2ccccc2)c2ccccc12,1,-5,15,0.92,8,-4,0,4,0.96
Cc1ccnc(NC(=O)CSc2ccc3c(c2)OCCO3)c1,-1,-1,17,1,-1,-12,-2,12,0.88
Cc1ccccc1NC(=S)N(Cc1cccs1)C1CCCC1,2,-1,-2,0.86,14,-5,-1,1,0.99
C=CCSc1nnc(C)n1-c1ccc(Cl)cc1,2,-4,17,1,-1,-3,-6,-7,1.1
CCN(CCCNC(=O)COc1cc(=O)n(CC)c2ccccc12)Cc1ccccc1,1,-3,12,1,-2,-4,-2,16,0.84
COc1ccc(C(=O)OCC(=O)NCCCc2ccccc2)cc1OC,1,-4,-1,1.1,-12,-1,7,6,0.94
Cc1noc(NC(=O)c2ccc(F)cc2)c1C#N,5,0,28,1.1,-6,-2,-3,13,0.87
CCOc1ccccc1NC(=O)C1CCC(CNc2c(N3CCOCC3)c(=O)c2=O)CC1 (stereo not given),1,7,11,1,0,-8,-4,12,0.88
O=C(Nc1ccc2c(c1)CCC2)Nc1ccc(F)cc1F,-2,-5,19,1.3,-32,-10,-2,5,0.95
Cc1cc(C)nc(N2N=C(c3ccccc3)CC2=O)n1,1,-3,8,1,0,-6,0,-4,1
CCCCn1c(N)c(N(CCOC)C(=O)c2ccc(NC3CC3)c([N+](=O)[O-])c2)c(=O)[nH]c1=O,-39,-3,7,1,-3,-13,4,-10,1.1
COc1ccc(C(=O)Nc2nnc(S(=O)(=O)Cc3ccccc3)s2)cc1,1,1,-4,0.99,1,-4,-4,-16,1.2
O=C(CCN1C(=O)c2ccccc2C1=O)OCN1C(=O)c2ccccc2C1=O,3,-3,1,1,-3,-3,3,-10,1.1
COc1ccc(C(=O)Nc2ccccc2C(=O)N/N=C/c2ccccn2)cc1OC,-8,-4,-17,1,-1,-7,-3,-24,1.2
CCOC(=O)c1ccccc1NC(=O)CSc1ccc(-c2ccccn2)nn1,0,-6,3,0.97,3,-11,-4,-2,1
CCOc1ccc(N(CC(=O)Nc2nccs2)S(=O)(=O)c2c(C)noc2C)cc1,1,-6,2,1,-2,0,-1,-20,1.2
CCOc1ccc(S(=O)(=O)N2CCCCC2)cc1NC(=O)C1=COCCO1,2,0,9,1.1,-6,-10,-4,-16,1.2
Cn1cc(CN2CCC(n3nccc3NC(=O)C3CCCC3)CC2)cn1,0,-6,1,1,0,-7,-2,-24,1.2
Cc1ccc(CNC(=O)C(=O)NCCC2CCCCN2S(=O)(=O)c2ccccc2)cc1 (stereo not given),2,4,10,1,-2,-4,1,-8,1.1
CCOc1cc(NC(=O)c2cccs2)c(OCC)cc1NC(=O)CCC(=O)NCC1CCCO1 (stereo not given),1,-1,10,0.94,6,-5,-1,-6,1.1

# Sorted by length of the SMILES (highest first): four of the compounds above.
SMILES,SENP1 FRET inh,beta cell repl,NALP3 yeast inh,mIAP act,mIAP block,APOBEC3G inh,APOBEC3A inh,hIAP inh,hIAP act
CCN(Cc1ccc(OC)c(F)c1)C(C)C(=O)Nc1ccc(S(=O)(=O)N2CCCC2)cc1 (stereo not given),-4,-3,15,1.1,-8,-10,6,11,0.89
COc1ccc(C(=O)COC(=O)CCN2C(=O)C3C4CC(C(Br)C4Br)C3C2=O)cc1 (stereo not given),-2,-1,-4,1,0,-4,3,5,0.95
Cc1ccc(C(=O)NNC(=S)NC(=O)c2ccccc2)cc1,1,-4,47,0.93,7,-3,0,6,0.94
O=C(Nc1nc(-c2cccnc2)cs1)c1ccccc1Cl,0,0,19,1.1,-7,-8,5,-8,1.1
